ERa SRC1 pot – enhances coactivator binding to human estrogen receptor alpha. coactivator binding (% of control), % at 25.6 µM. hit rate 1.3% among 86,000. TR-FRET ERalpha-LBD/SRC-Cy5 coactivator binding, 2 h; 100 = basal binding, no effect. AID 639; in the data active = activity above about 200%;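 also: binding measured in presence of low estradiol as agonist stimulus; 0% = peptide alone without receptor and 100% = receptor with peptide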
Target sequence (P03372 whole entry, looked up, the tested form may be a part): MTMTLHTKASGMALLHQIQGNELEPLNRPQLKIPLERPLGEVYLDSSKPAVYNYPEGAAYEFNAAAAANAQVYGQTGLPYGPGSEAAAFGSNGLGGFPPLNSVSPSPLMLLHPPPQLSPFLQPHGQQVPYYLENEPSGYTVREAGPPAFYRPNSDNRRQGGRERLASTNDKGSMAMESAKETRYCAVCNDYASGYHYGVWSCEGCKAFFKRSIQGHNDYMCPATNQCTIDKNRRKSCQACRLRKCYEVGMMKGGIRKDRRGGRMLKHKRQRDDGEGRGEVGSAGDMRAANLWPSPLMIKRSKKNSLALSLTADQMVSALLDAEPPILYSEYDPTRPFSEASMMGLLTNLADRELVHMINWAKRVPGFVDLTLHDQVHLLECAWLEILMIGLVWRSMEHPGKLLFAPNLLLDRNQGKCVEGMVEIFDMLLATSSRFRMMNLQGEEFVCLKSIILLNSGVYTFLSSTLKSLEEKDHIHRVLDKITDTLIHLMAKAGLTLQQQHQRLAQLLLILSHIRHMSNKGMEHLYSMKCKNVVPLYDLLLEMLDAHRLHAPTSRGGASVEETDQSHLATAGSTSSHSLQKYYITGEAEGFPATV
MT1-MMP txn act – activates MT1-MMP transcription; activation factor at 10 µM; hit rate 0.16% among 86,000; HT1080 MT1-MMP promoter luciferase reporter, luminescence, overnight; hits give high values;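 active = activation factor of at least 2 for MT1-MMP transcription at 10 µM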
CD11b adhes enh – CD11b/CD18-fibrinogen binding enhancement; P05107+P11215; K562 CD11b/CD18 adhesion to fibrinogen, ATPlite luminescence; activation, % at 10 µM; hit rate 0.07% among 93,000;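 active = 10 µM primary screen giving 50% or more activity, confirmed by 40% or more on retest at that dose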; also: strong numbers were not always called active; reference of the scale not given here
Ecoli WT expand – growth inhibitors of E. coli BW25113 wild type; OD600 absorbance; growth inhibition, % at 100 µM; hit rate 0.15% among 98,000; AID 710;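 active = growth inhibition above about 50% at one test dose, limit read from the data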;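 also: growth measured after 20 h incubation at 37 °C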
CD11b adhes inh – blocks human CD11b/CD18 adhesion to fibrinogen; P05107+P11215; K562 CD11b/CD18 adhesion to fibrinogen, ATPlite luminescence; Mn2+ added to activate the integrin; inhibition, % at 10 µM; hit rate 0.54% among 93,000; AID 1497;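 active = primary inhibition of 50% or more at 10 µM, then 40% or more on retest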; also: some results filed as inactive read as strong as hits
PLAP activator – activates human placental alkaline phosphatase | P05187 | purified PLAP enzyme, luminescent substrate read-out; hits give high values | activation fold at 20 µM | hit rate 1.2% among 96,000 | AID 696; in the data active = activation fold above about 2
ERb coact inh – ER-beta (human) coactivator binding inhibition; Q92731; TR-FRET ER-beta LBD / SRC1-Cy5 peptide binding; receptor agonist-loaded with 1 µM estradiol; inhibition, % at 25.6 µM; hit rate 1.3% among 86,000; AID 633;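 active = compounds whose percent inhibition of the receptor-coactivator binding signal exceeds about 50% in the single-dose screen, limit read from the data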;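 also: 0% = receptor plus peptide wells without compound and 100% = peptide-only wells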
Target sequence (Q92731 whole entry, looked up, the tested form may be a part): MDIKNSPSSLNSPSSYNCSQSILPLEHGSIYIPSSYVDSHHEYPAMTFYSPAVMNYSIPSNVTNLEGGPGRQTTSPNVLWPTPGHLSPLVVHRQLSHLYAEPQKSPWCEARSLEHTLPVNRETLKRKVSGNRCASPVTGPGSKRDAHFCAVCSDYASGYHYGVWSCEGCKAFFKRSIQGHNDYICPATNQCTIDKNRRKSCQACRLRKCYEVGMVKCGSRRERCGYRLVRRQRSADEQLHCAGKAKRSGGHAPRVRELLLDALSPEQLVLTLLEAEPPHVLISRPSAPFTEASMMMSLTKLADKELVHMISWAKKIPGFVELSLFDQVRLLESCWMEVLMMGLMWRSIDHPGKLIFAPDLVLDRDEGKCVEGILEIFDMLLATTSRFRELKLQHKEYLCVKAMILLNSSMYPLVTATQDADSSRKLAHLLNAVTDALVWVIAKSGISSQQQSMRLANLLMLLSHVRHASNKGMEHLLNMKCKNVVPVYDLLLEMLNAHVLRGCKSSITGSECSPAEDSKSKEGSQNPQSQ
FAK inh – blocks human focal adhesion kinase activity. Q05397. biochemical FAK kinase activity assay. inhibition, %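 (tested at 7 µM)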. hit rate 0.84% among 97,000. AID 727; in the data active = inhibition above about 19%;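 also: 0% = DMSO and 100% = reference compound high control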
ERa coact inh – blocks coactivator binding to human estrogen receptor alpha; P03372; TR-FRET ER-alpha LBD / SRC-1 peptide, estradiol-bound; inhibition, % at 25.6 µM; hit rate 1.7% among 86,000; in the data active = inhibition above about 50%;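 also: 0% = receptor plus peptide control and 100% = peptide only without receptor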
Active calls of the source: *; · = no result given; [ ] = another dose, or the depositor's remark. No enrichment for hits; 5.1% or so of the library scored in one or more.

SMILES	ERa SRC1 pot	MT1-MMP txn act	CD11b adhes enh	Ecoli WT expand	CD11b adhes inh	PLAP activator	ERb coact inh	FAK inh	ERa coact inh
CCOc1ccc(CC(=O)Nc2c(C(N)=O)oc3ccc(Br)cc23)cc1OCC	104	1.1	-1	-1	-12	1	3	-1	-1
Cc1cc(-c2c(C)[nH]n(-c3ccc(Cl)cc3)c2=O)n(-c2ccccc2)n1	·	·	-4	3	-10	1.1	·	-6	·
CCSc1nc(N)c2c3c(sc2n1)CCC3	106	1.2	-2	-7	-16	1.1	21	-1	6
COc1ccc(CCNc2c(N)n(Cc3ccccc3)c(=O)[nH]c2=O)cc1OC	120	0.9	-2	2	-13	1.4	-2[fluorescence artefact?]	3	2[fluorescence artefact?]
O=C1OC(Nc2ccc3c(c2)OCO3)c2ccccc21 (stereo unspecified)	74	1.2	-1	-4	-7	0.9	52*	6	35
CCOC(=O)c1ccccc1N/C=C1\CCCC1=O	111	1	-2	-1	1	1.3	-2	2	-2
Cc1cc2c(=O)n(Cc3ccco3)c(SCC(=O)NCc3ccco3)nc2s1	117[fluorescence artefact?]	1.2	·	-7	·	0.9	32	0	28
CC(=O)N1N=C(c2cccc(Cl)c2)OC1c1ccc(C(C)C)cc1 (stereo unspecified)	82	1.5	12	1	7	1.4	-6	4	-3
Cc1nn(CC(=O)NCCN2CCOCC2)c(C)c1[N+](=O)[O-]	·	·	7	-4	-4	1.6	·	-6	·
CNC(=O)c1cc2cc(OC)ccc2oc1=N	122	1.2	-2	-5	-13	0.7	-17	·	-37[fluorescence artefact?]
O=C(Nc1ccc2c(c1)OCO2)C1CCN(C(=O)c2cccs2)CC1	87	1.1	-2	5	-2	1	4	·	33
O=C(c1ccc(-c2ccccc2)cc1)c1ccccc1C(=O)N1CCOCC1	94	1.2	-5	-2	-14	1.6	-7	3	16
CCOC(=O)COc1c(Br)cc(/C=C2\SC(=O)N(CC(=O)N3CCCC3)C2=O)cc1OC	·	·	-2	3	-51	1.3	·	2	·
COc1cccc(C(=O)N2CCN(Cc3ccccn3)CC2)c1OC	·	1.1	-2	5	8	1.1	·	-2	·
CC(=O)Nc1nc(C)c(S(N)(=O)=O)s1	103	1.1	0	-2	-9	0.9	-2[fluorescence artefact?]	-1	2
COCC(C)n1c(COc2ccccc2F)nnc1SCc1c(C)noc1C (stereo unspecified)	113	1	-1	5	-2	1.4	-3	·	-8
COc1cccc(/C(O)=C2/C(=O)C(=O)N(Cc3ccco3)C2c2ccncc2)c1 (stereo unspecified)	159	1	·	-1	·	0.9	8	5	-7
Cc1ccc(-c2csc(C(C#N)=C3CCCC3)n2)cc1	104	1.8	·	-10	·	1.1	1	4	-4
O=c1c2ccccc2nc(N2CCN(c3ccccc3)CC2)n1Cc1ccccc1	118	1.1	-4	-13	0	1.3	-5	2	-7
CCCCN(N=Nc1nonc1OC)c1nonc1OC	72	1.1	3	3	-20	1.1	4[fluorescence artefact?]	-1	39[fluorescence artefact?]
O=C(Nc1cccc(F)c1)C1CCN(C(=O)Cc2ccccc2)CC1	115	1.2	-2	3	-3	1	3	·	0[fluorescence artefact?]
CCCNC(=O)c1[nH]c(C)c(C(C)=O)c1C	125	·	2	3	-2	0.9	-4	-3	-4
O=C(CCCOc1ccccc1)N1CCc2ccccc2C1	106	0.9	3	-5	-34	1.1	-3	5	0
COc1ccc2c(c1)CCc1c-2n[nH]c1C(=O)O	53	1.1	3	-8	-25	0.9	-21[fluorescence artefact?]	·	-18
Cc1ccc(C)c(N2CCN(C(=O)c3cc(S(=O)(=O)N4CCOCC4)ccc3F)CC2)c1	99	1.2	·	·	·	·	2	·	6
CC(=O)N1CCCc2cc(S(=O)(=O)N(C)Cc3ccccc3)ccc21	·	1.2	6	-2	7	1	·	-7	·
CC(C)C(=O)Nc1nnc(CSCc2ccccc2F)s1	90	1.1	-4	1	-50	0.9	-9	0	-4
O=C1c2ccccc2C(=O)N1CCCCSc1nnc2c(Cl)cc(Cl)cn12	136	·	-4	4	-36	1.2	-14	-3	-6
O=C(c1c(Cl)cccc1Cl)N1CCCCCC1	120	1	0	5	23	0.9	-8	2	-5
COc1ccc(C(=O)NCC(=O)O)cc1	126	1.1	0	-8	-8	1.1	-9	-1	-8
O=C(O)CSc1cccc[n+]1[O-]	·	·	2	3	-14	1.1	·	-2	·
COc1ccc(/C=C2\SC(=O)N(CCNC(=O)Cn3cnnn3)C2=O)cc1	·	·	-5	4	-4	0.7	·	-1	·
Cc1ccc(S(=O)(=O)NC(C)(C)CSc2nncn2N)cc1	111	1.1	-2	-8	-1	1	-3	0	-4
COC(=O)c1cc(OC)c(OC)cc1NC(=O)c1ccc(OC)c(OC)c1	104	1	32	-3	0	0.8	0	-2	11
Cc1nn(-c2ccccc2)c(C)c1C(=O)OC/C(O)=C(\C#N)c1nc2ccccc2[nH]1	60	1.2	12	-1	43	1.7	23[fluorescence artefact?]	-1	56*[fluorescence artefact?]
COc1ccc(NS(=O)(=O)c2ccc3oc(SC4CCOC4=O)nc3c2)cc1 (stereo unspecified)	85	0.9	-4	0	16	1.4	-3	0	0

Reprinted at random: 4 records from the list, in no set order.
SMILES	ERa SRC1 pot	MT1-MMP txn act	CD11b adhes enh	Ecoli WT expand	CD11b adhes inh	PLAP activator	ERb coact inh	FAK inh	ERa coact inh
Cc1ccc(C)c(N2CCN(C(=O)c3cc(S(=O)(=O)N4CCOCC4)ccc3F)CC2)c1	99	1.2	·	·	·	·	2	·	6
COc1ccc(/C=C2\SC(=O)N(CCNC(=O)Cn3cnnn3)C2=O)cc1	·	·	-5	4	-4	0.7	·	-1	·
Cc1nn(-c2ccccc2)c(C)c1C(=O)OC/C(O)=C(\C#N)c1nc2ccccc2[nH]1	60	1.2	12	-1	43	1.7	23[fluorescence artefact?]	-1	56*[fluorescence artefact?]
Cc1ccc(S(=O)(=O)NC(C)(C)CSc2nncn2N)cc1	111	1.1	-2	-8	-1	1	-3	0	-4

(next part)
SMILES	ERa SRC1 pot	MT1-MMP txn act	CD11b adhes enh	Ecoli WT expand	CD11b adhes inh	PLAP activator	ERb coact inh	FAK inh	ERa coact inh
CCN(CC)CCn1c(NCc2ccccn2)nc2ccccc21	115	1.1	-3	3	13	1.4	-1	0	1
COc1ccc(Nc2nc(N)nc(CN3CCC(Cc4ccccc4)CC3)n2)cc1	113	1.2	3	14	-4	1.5	0	·	-3
O=C(c1ccccc1)c1sc(N2CCCCCC2)nc1-c1ccccc1	·	·	7	-22	10	1.1	·	-2	·
COc1ccccc1OCCn1cc(C#N)c2ccccc21	98	1.2	·	·	·	·	-4	2	-6
CNC(=O)c1ccc2nc(NC(C)=O)sc2c1	106	1.2	2	-1	-39	1	-2	2	0
Cn1nc(C(=O)Nc2cccc(C(F)(F)F)c2)ccc1=O	96	1	0	7	15	0.8	20	2	-5
O=c1c2ccccc2nc(SCc2ccccc2)n1Cc1ccco1	111	1.1	-2	-9	10	0.9	-1	3	-1
O=C(CSc1nnc(-c2ccoc2)o1)N1CCOCC1	106	1.1	-2	-3	14	0.9	-8	1	-3
O=C1CC(C(=O)NC2CCCCC2)C(c2ccccc2)O1 (stereo unspecified)	132	1.2	-4	-3	-2	1	-6	-2	-1
CS(=O)(=O)c1ccc2nc(NC(=O)CN3CCCCCC3)sc2c1	133	1.2	-7	2	-6	1.7	-2	1	-1
CCCC(=O)NC(=S)Nc1cccc(Cl)c1N1CCCCC1	·	·	-2	2	30	0.4	·	-2	·
Brc1ccc(NCc2nnc3n2CCCCC3)cc1	105	1	12	-5	0	1.4	1[fluorescence artefact?]	-1	3[fluorescence artefact?]
Clc1ccc(-c2nnc(SCc3nc(-c4ccccc4)no3)o2)cc1	105	1.2	-1	-7	-13	1	-1[fluorescence artefact?]	-8	-2
Cc1ccc(-c2nc(C#N)c(NCc3ccco3)o2)cc1	88	1.4	-6	-6	2	1	3	·	-6
CCCOc1ccc(C2c3c(oc4ccccc4c3=O)C(=O)N2CCCN2CCOCC2)cc1 (stereo unspecified)	·	1.1	9	-2	-30	1.6	·	2	·
CCCN1C(=O)/C(=C/c2ccc(C)o2)SC1=Nc1ccc(OCC)cc1	·	·	27	-14	-22	1	·	-1	·
CS(=O)(=O)N1CCC(C(=O)Nc2c(F)cccc2F)CC1	105	1	-1	-5	-7	0.8	-1	-2	-3
COc1ccc(OC)c(NC(=O)CN(c2ccc(OC)c(Cl)c2)S(C)(=O)=O)c1	102	1	-1	-5	13	1.7	31[fluorescence artefact?]	·	3
COc1ccccc1NC(=O)C(=O)NCC1COc2ccccc2O1 (stereo unspecified)	·	·	-2	0	-3	0.9	·	-11	·
CC(C)NC(=O)NC(=O)COC(=O)CCOc1ccccc1	·	·	-3	7	24	1	·	0	·
O=C(Nc1nc(-c2ccccc2)cs1)C1CCCN(S(=O)(=O)c2cccc([N+](=O)[O-])c2)C1 (stereo unspecified)	·	·	-2	0	3	1.4	·	0	·
Cc1ccsc1C1C2=C(CCCC2=O)Nc2ncnn21 (stereo unspecified)	103	0.9	-3	5	-3	1.1	-15	2	-23
COC(=O)c1nc(NC(=O)c2ccccc2)n[nH]1	96	1	·	-3	·	0.8	-6	1	-3
O=C(O)C1C(c2ccccc2)C(C(=O)Oc2ccccc2)C1c1ccccc1 (stereo unspecified)	89	1.2	-1	-2	4	1	-6	-3	-10
O=C(COc1cccc(NC(=O)c2ccco2)c1)c1ccc(F)cc1	113	1.1	·	13	·	0.8	-4	-1	5
Cc1cc2cc(CNC(=O)c3ccc(S(=O)(=O)N(C)C)cc3)ccc2n1C	126[fluorescence artefact?]	·	4	-2	-4	1	15	-4	4
CC1CCCC(NC(=O)COC(=O)c2ccc(N(C)C)cc2)C1C (stereo unspecified)	102	1.2	0	-12	6	1	-7	2	-10
COc1ccc(OC)c(S(=O)(=O)NC2CCN(Cc3ccccc3)CC2)c1	123	1.3	3	9	1	0.9	-9	-3	-7
OC(CN1C2=NCCCN2c2ccccc21)c1ccc(Cl)cc1 (stereo unspecified)	95	1	-3	4	-4	1.1	-9[fluorescence artefact?]	-1	9
NC(=O)C1(N2CCCCC2)CCN(Cc2ccccc2Cl)CC1	102	1.3	0	-2	-2	1	-6	0	-6
O=C(Nc1nnc(C2CC2)s1)c1cccc(S(=O)(=O)N2CCc3ccccc32)c1	96	1.1	17	-7	-19	1.4	37[fluorescence artefact?]	8	11
Cc1ccc2c(c1)C(c1ccc(N3CCOCC3)cc1)=NNC(c1cccs1)=N2	·	·	-2	-15	-17	0.8	·	2	·
CC(=O)NC(CCS(C)(=O)=O)C(=O)Nc1ccccc1C (stereo unspecified)	110	1	-2	2	-4	1.1	41[fluorescence artefact?]	2	32
Cc1cccc(NC(=O)N(Cc2nc3ccccc3c(=O)[nH]2)C2CCCC2)c1	115	1.1	·	3	·	1.2	2	7	-5
CCCCOc1nc2ccccc2nc1C(C#N)S(=O)(=O)c1ccccc1 (stereo unspecified)	114	1.1	2	-9	29	1	10	-6	9
O=S(=O)(N/N=C/c1ccc2c(c1)OCCO2)c1ccc(Cl)cc1	·	·	-3	3	-4	1.2	·	4	·
O=C1C2CCCN2C(c2ccccc2F)N1c1ccc(Cl)cc1 (stereo unspecified)	119	1.4	·	4	·	1.3	-3	6	-9
O=C(c1ccc(S(=O)(=O)N2CCC(c3nc4ccccc4s3)CC2)cc1)N1CCOCC1	113	1.1	-4	·	-12	1.2	-5	·	-7
O=C(NCCCNCc1ccccc1)c1ccncc1	88	1.1	-1	4	1	1	10	3	7
CCOc1cc(NC(=O)c2ccco2)c(OCC)cc1NC(=O)COc1ccccc1C	124	1.1	·	·	·	·	9	-2	23
COc1ccc(-c2cc(CCCC(=O)N3CCN(c4ccc(OC)cc4)CC3)no2)cc1	78[fluorescence artefact?]	·	1	-4	0	1.3	37[fluorescence artefact?]	-2	49[fluorescence artefact?]

Some values from the entries so far.
Reading for O=C(NCCCNCc1ccccc1)c1ccncc1 in Ecoli WT expand: 4
Reading for COc1ccc(-c2cc(CCCC(=O)N3CCN(c4ccc(OC)cc4)CC3)no2)cc1 in CD11b adhes inh: 0
Reading for CCOc1cc(NC(=O)c2ccco2)c(OCC)cc1NC(=O)COc1ccccc1C in ERb coact inh: 9

Screening results deposited in PubChem BioAssay by several laboratories.
